BRCA1 expr act – activators of BRCA1 expression | MCF7-BRCA1-FFLuc reporter, luminescence, 48 h; response scale: scaled: vehicle 0%, 10 µM genistein 100% | Potency, µM (series often up to 46.1 µM), for inactives: at the top dose activation, most hits filed as activators | 380,000 compounds, 1.1% hits | AID 624202; note: nearly all actives have a fitted effect of over 80% in size; some results filed as inactive show a strong effect at the top dose
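Cells: MCF7-BRCA1-FFLuc, 2000/well. Exposure: 48 h, 37 °C, 5% CO2. Read: luminescence, 15 min post-substrate. Controls: genistein 10 microM (maximal activation), DMSO (neutral).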
Rab9 promoter act – activates the Rab9 promoter; Huh7 Rab9 promoter-luciferase reporter, luminescence, 24 h; Potency, µM (doses to about 9.22 µM), for the others: at the top dose activation, negative = inhibition, usual class: activators; 320,000 compounds, 2.8% hits; note: % of control where 0% means no effect; nearly all actives have a fitted effect of over 60% in size
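Luminescence from Amplite-detected luciferase (10 minutes, ambient) reports Rab9 promoter activation. Before that, stable Rab9-luciferase Huh7 cells (1500/well, reduced-serum OP-MEM I plus 10% FBS) were exposed to compound for 24 hours at 37C.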
FLuc modulator – inhibits or activates purified firefly luciferase, miR-21 counter-screen; P08659; 360,000 compounds, 6.9% hits; Potency, µM (titrated, usually from 57.5 µM), without a hit: at the highest dose activity change, negative = inhibition, hits mostly inhibitors; purified FLuc, Km substrates, luminescence inhibition; AID 588342;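 note: plate controls were vehicle for no effect and reference inhibitor for full effect; nearly all actives have a fitted effect of over 55% in size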
Target sequence (P08659 whole entry, looked up): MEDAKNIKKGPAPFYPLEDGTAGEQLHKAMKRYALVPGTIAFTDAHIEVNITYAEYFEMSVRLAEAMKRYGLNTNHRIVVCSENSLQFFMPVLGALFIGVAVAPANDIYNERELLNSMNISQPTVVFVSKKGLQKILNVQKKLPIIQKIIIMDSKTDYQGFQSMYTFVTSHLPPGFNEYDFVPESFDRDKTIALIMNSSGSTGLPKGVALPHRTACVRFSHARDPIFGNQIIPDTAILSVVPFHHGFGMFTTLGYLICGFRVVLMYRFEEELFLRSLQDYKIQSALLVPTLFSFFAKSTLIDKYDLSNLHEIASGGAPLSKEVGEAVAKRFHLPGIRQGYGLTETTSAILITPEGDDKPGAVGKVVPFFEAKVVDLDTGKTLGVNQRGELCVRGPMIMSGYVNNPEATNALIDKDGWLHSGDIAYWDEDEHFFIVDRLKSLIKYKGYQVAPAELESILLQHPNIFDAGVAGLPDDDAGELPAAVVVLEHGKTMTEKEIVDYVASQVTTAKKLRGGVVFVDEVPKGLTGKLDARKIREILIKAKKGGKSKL
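Purified P. pyralis luciferase, 10 nM final, with Km-level 10 uM D-luciferin and 10 uM ATP in 50 mM Tris acetate pH 7.5, 10 mM Mg acetate, 0.01% Tween-20, 0.05% BSA; 6-point qHTS titration about 60 µM downward; luminescence read.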
NPC1 prom act – activators of NPC1 promoter; Huh7 NPC1 promoter luciferase reporter, 24 h; AID 485313; 320,000 compounds, 2.4% hits; Potency, µM (titrated, usually from 9.22 µM), without a hit: top-dose activation, hits mostly activators;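 note: % of control where 0% means no effect; nearly all actives have a fitted effect of over 60% in size; reporter is driven by a mutant NPC1 promoter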
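Stable NPC1-promoter luciferase Huh7 line; cpd (DMSO) 24 h, 37 °C, 5% CO2; Amplite luciferase reagent 10 min RT; luminescence readout. qHTS format.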
ELG1 genotox – inducers of genotoxicity in HEK293T ELG1-luciferase cells; Potency, µM (doses to about 46 µM), for inactives: at the highest dose activity change, positive = activation, hits mostly activators; HEK293T ELG1-luciferase reporter, luminescence, 16 h; 330,000 compounds, 1.3% hits; AID 504466; note: % of control where 0% means no effect; nearly all actives have a fitted effect of over 60% in size
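After overnight (16 hr) compound treatment at 37 °C, ELG1-luciferase HEK293T cells were lysed with ONE-Glo; luminescence quantified 30 min later at room temperature.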
Gal4-VP16 FLuc – Gal4-VP16 reporter inhibition counter-screen | Drosophila S2 Gal4-VP16 UAS-luciferase, luminescence, 20 h | AID 2546 | 310,000 compounds, 3.5% hits | Potency, µM (highest dose often 53.6 µM), inactives show at the highest dose activity, negative = inhibition, hits mostly inhibitors;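 note: Gal4-VP16 expression switched on by copper sulfate through the metallothionein promoter; % is set by controls: 0 for no effect and ±100 for the full control effect; nearly all actives have a fitted effect of over 50% in size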
MBNL1 CUG block – inhibitors of human MBNL1 binding to CUG repeat RNA. 280,000 compounds, 0.036% hits. Potency, µM (highest dose often 57.5 µM), without a hit: top-dose activity change, negative = inhibition, most hits filed as inhibitors. Q9NR56. AID 2675. TR-FRET MBNL1-His/biotin-(CUG)12 binding, 665/545 ratio; active = well fitted inhibition curve with a large enough effect in the signal ratio, with a control signal flat, not every such curve was filed as active; inconclusive = small, poorly fitted or top-dose-only effect, or effect the other way, or a change in a side signal; inactive = no such curve, though single readings can be large or run the other way; the % refers to the signal ratio; note: % is set by controls: 0 for no effect and ±100 for the full control effect
Target sequence (Q9NR56 whole entry, looked up): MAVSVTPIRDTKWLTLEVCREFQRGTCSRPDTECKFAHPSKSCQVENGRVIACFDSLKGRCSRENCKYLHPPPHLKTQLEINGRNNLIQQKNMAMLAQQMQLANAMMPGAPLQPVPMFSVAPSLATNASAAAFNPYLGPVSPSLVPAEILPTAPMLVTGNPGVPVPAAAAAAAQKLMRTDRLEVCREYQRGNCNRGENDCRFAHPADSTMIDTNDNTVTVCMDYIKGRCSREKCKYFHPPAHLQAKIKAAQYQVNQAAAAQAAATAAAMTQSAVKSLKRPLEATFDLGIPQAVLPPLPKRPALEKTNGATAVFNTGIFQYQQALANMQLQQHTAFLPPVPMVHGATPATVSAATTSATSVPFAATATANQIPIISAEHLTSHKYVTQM
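Compound titration spanned 92 nM–58 uM against the MBNL1-His/biotin-(CUG)12 complex. After 60 min at room temperature with 5 nM streptavidin-XL665 and 0.055 ng/ul terbium anti-His, ratiometric 665/545 nm emission (Ex 340 nm) normalized to controls.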
RORg inh – ROR gamma (mouse) transcription inhibition; Drosophila S2 Gal4-RORgamma UAS-luciferase reporter, 20 h; P51450; 310,000 compounds, 5.4% hits; Potency, µM (titrated, usually from 53.6 µM), for the others: at the highest dose activity change, negative = inhibition, most hits filed as inhibitors; note: % is set by controls: 0 for no effect and ±100 for the full control effect; nearly all actives have a fitted effect of over 60% in size
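Drosophila Schneider cells stably carrying a metallothionein-driven Gal4 DBD–ROR gamma fusion and a UAS-Photinus luciferase reporter were exposed to compound for 1 hr, then induced with copper sulfate (700 uM final) for 20 hr at ambient temperature before luminescence reading.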
uPA generation – cell surface uPA generation inhibition; cell surface uPA generation assay, qHTS; 330,000 compounds, 0.31% hits; Potency, µM (highest dose often 38.3 µM), for inactives: at the highest dose activity change, negative = inhibition, most hits filed as inhibitors; active = well fitted inhibition curve with a large enough effect; inconclusive = small, poorly fitted or top-dose-only effect; inactive = no such curve, though single readings can be large or run the other way; tested in mouse RAW 264.7 cells; note: % is set by controls: 0 for no effect and ±100 for the full control effect; nearly all actives have a fitted effect of over 55% in size
p53 reactivator – re-activators of mutant p53; H1299 p53-A138V BP100-luciferase reporter, luminescence, 24 h; Potency, µM (top dose mostly 92.2 µM), inactives show top-dose activity change, positive = activation, usual class: activators; 320,000 compounds, 0.063% hits; AID 504706; note: % of control where 0% means no effect; nearly all actives have a fitted effect of over 45% in size
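H1299 (p53-null), stable ts p53-A138V + BP100-Luc; 1000 cells/well, Opti-MEM/10% FBS; cpd 4 pt, 1:5; 24 h, 37 deg C, 5% CO2; detection reagent 10 min RT; luminescence.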
The depositor's hits bear a star; ? = inconclusive; · = no result given; [ ] = another dose, or the depositor's remark. Unless noted, calls come from the whole dose curve; as a rule, active = well fitted curve in the direction sought with a large enough effect; inconclusive = small, poorly fitted or top-dose-only effect, or another doubt; inactive = no such curve, though single readings can be large; an effect the other way counts as inactive or inconclusive. Potency is the fitted concentration of half-maximal effect.

| nr | structure | BRCA1 expr act | Rab9 promoter act | FLuc modulator | NPC1 prom act | ELG1 genotox | Gal4-VP16 FLuc | MBNL1 CUG block | RORg inh | uPA generation | p53 reactivator |
| --- | --- | --- | --- | --- | --- | --- | --- | --- | --- | --- | --- |
| 1 | COC(=O)C1CCN(C(=O)c2cc(OC)c(OC)c(OC)c2)CC1 | 9% | -6% | 3% | 5% | 1% | 4% | -1% | -6%[10 µM] | -6% | -4% |
| 2 | O=C1c2cccc3cccc(c23)C(=O)N1c1ccccc1Cl | -24% | -2% | -2% | -5% | 6% | 20% | ? | 23% | -15% | · |
| 3 | O=C(CNC(=O)C1COc2ccccc2O1)N/N=C\c1ccc(Br)cc1 (stereo not given) | 12% | 0% | -2% | -2% | 3% | 4% | -5% | -8% | 3% | -2% |
| 4 | COC(=O)C1=C(O)/C(=C\c2ccc(O)c(OC)c2)N=C1C | 0% | -5% | -12% | 7% | 2% | 10% | ? | -1% | · | 2% |
| 5 | O=C(c1ccc(Cl)c([N+](=O)[O-])c1)N(Cc1ccco1)C1CCS(=O)(=O)C1 (stereo not given) | 0% | 0% | 4% | -2% | 0% | -14% | 16% | 30% | 0% | ? |
| 6 | COc1cc(/C=N/NC(=O)c2nnn(-c3nonc3N)c2C(C)C)ccc1OCc1ccccc1 | 0% | -3% | -3% | -4% | -12% | -6% | 2% | ? | ? | 7% |
| 7 | COc1ccc(-n2nc(C(=O)NCC(=O)N3CCN(c4ccccn4)CC3)c3ccccc3c2=O)cc1Cl | 2% | ? | 3µM* | 22% | -14% | -6% | -4% | 0% | 1% | -2% |
| 8 | Cc1ccc(N2CCN(C(=O)CCc3nc4ccccc4[nH]3)CC2)c(C)c1 | -30% | 2% | 4% | -1% | -5% | -6% | -10% | 35%[1.91 µM] | -17% | 2% |
| 9 | COc1ccc(-c2cc3nc4c(c(=O)n3[nH]2)CCC4)cc1 | 53% | 2.8µM* | 4.3µM* | ? | ? | -1% | 12% | 16% | 5% | ? |
| 10 | O=C(/C=C/c1cccc([N+](=O)[O-])c1)NCCSCc1ccccc1Cl | -1% | 1% | -1% | -1% | 1% | 3% | · | 40% | 11% | -3% |
| 11 | CC1CC(C)CN(C(=O)COC(=O)CCC(=O)c2cccs2)C1 (stereo not given) | -1% | · | · | · | 2% | · | · | · | 0% | 0% |
| 12 | S=c1[nH]nc(CSCc2ccccc2Cl)n1C1CCCCC1 | -19% | -4% | -5% | -4% | -3% | ? | 0% | 0.5µM* | 8% | -1% |
| 13 | CC1(C)NC(=O)N(CC(O)CN2CCCCC2)C1=O (stereo not given) | -14% | 0% | -1% | -3% | 5% | · | 6% | -11%[0.365 µM] | 1% | -1% |
| 14 | COc1ccc(CCNC(=O)C23CN(Cc4ccccc4)CC2C(c2cccc([N+](=O)[O-])c2)=NO3)cc1 (stereo not given) | 0% | 8% | 3% | 0% | 0% | 7% | 24% | -3% | 7% | 0% |
| 15 | COC(=O)[C@]1(C)N[C@H](CN(C)S(=O)(=O)c2ccccc2)[C@@H]2C(=O)N(C)C(=O)[C@@H]21 | 16% | · | · | · | 1% | · | · | · | 0% | 3% |
| 16 | CC(N=C1NS(=O)(=O)c2ccccc21)C(=O)N1CCc2ccccc2C1 (stereo not given) | 39% | 27% | -12% | 19% | 4% | 30% | -6% | ? | 1% | -3% |
| 17 | CCC(C)(C)NC(=O)Cc1ccc(OC)c(OC)c1 | -2%[1.84 µM] | -1% | 1% | -2% | 3% | 2% | 2% | 0% | -1% | -3% |
| 18 | COc1ccc(CNC(=O)C2Cc3ccccc3CN2C(=O)c2ccco2)cc1 (stereo not given) | 0% | 25% | 4% | -4% | -2% | -3% | 4% | 1% | 5% | -1% |
| 19 | CC(C)N(C(=NCc1ccccc1)NC(=O)c1ccccc1)C(C)C | -5% | -7% | -1% | 0% | -7% | · | · | · | 9% | 1% |
| 20 | C/C=C(\C)C(=O)N1CC2(CC(c3cccc(NC(=O)COc4ccc(Cl)cc4)c3)=NO2)C[C@@H]1C(N)=O (stereo not given in full) | 27% | -7% | 15µM* | -7% | 0% | -12% | 3% | 34% | 4% | 4% |

Next section:
| nr | structure | BRCA1 expr act | Rab9 promoter act | FLuc modulator | NPC1 prom act | ELG1 genotox | Gal4-VP16 FLuc | MBNL1 CUG block | RORg inh | uPA generation | p53 reactivator |
| --- | --- | --- | --- | --- | --- | --- | --- | --- | --- | --- | --- |
| 21 | Cc1cccc(-n2c(SCC(=O)NCc3ccc4c(c3)OCO4)nc3ccccc3c2=O)c1 | -35% | -10% | 3% | 0% | -6% | 26% | -7% | ? | 9% | -15% |
| 22 | CN(CC(=O)NCC1CCCCC1)S(=O)(=O)c1ccc(Cl)cc1 | -5% | -3% | 5% | -1% | -7% | -11% | -3% | 4% | 2% | -1% |
| 23 | COc1cc(NC(=O)C2CC(=O)NC3=C2C(=O)CCC3)cc(OC)c1 (stereo not given) | -5% | -1% | -1% | 1% | 2% | 4% | -5% | 2% | · | -3% |
| 24 | CCN(CC)C(=O)/C(=C\c1cccc([N+](=O)[O-])c1)NC(=O)c1ccco1 | -4% | -5% | 0% | 0% | -2% | 4% | · | 24% | 6% | -6% |
| 25 | CCCCCCOc1ccc(C(=O)O)cc1 | 41% | 5% | ? | 10% | 0% | -16% | -7% | 4% | 1% | 7% |
| 26 | COc1cc2nc(C3CCC3)n(N)c(=O)c2cc1OC | 0% | 0% | -2% | -1% | 4% | 2% | -6% | 8% | ? | · |
| 27 | O=C(c1cc(C2CC2)on1)N1CCN(C(c2ccccc2)c2ccccc2)CC1 | 20% | -2% | -2% | -2% | 5% | 6% | 1% | -6% | 8% | 1% |
| 28 | N/C(Cc1cccc2ccccc12)=N\OC(=O)Cc1cccs1 | ? | 3% | ? | 0% | 8% | -5% | 7% | -12% | 4% | ? |
| 29 | COc1cc(C(=O)NCc2ccc(-c3nc4ccccc4o3)cc2)cc(OC)c1OC | -10% | · | ? | · | · | 11% | 8% | 2% | 5% | · |
| 30 | Cc1ccc2c(c1)N(C(=O)CCC(=O)NCc1ccccc1)CC(C)O2 (stereo not given) | -13% | -6% | 0% | 3% | 0% | -6% | 7% | 23% | 8% | 3% |
| 31 | NS(=O)(=O)c1cccc(NC(=O)CSc2nnc(C3CC3)n2-c2ccccc2)c1 | -12% | · | · | · | 1% | · | · | · | 4% | -5% |
| 32 | Cc1cnc(NC(=O)c2ccc(OCC3CCCO3)cc2)s1 (stereo not given) | -26% | 0.13µM* | 0.76µM* | 0.5µM* | ? | ? | -4% | 7.9µM* | -14% | -9% |
| 33 | CC(C(=O)OCC(=O)Nc1ccc2c(c1)OCO2)N1C(=O)c2ccccc2C1=O (stereo not given) | -22% | 7% | -3% | 5% | 1% | -13% | 5% | 1% | -1% | 17% |
| 34 | COc1ccc2c(c1)CC/C2=N\OC(=O)c1ccccc1OC | 35% | 22% | 3µM* | -4% | ? | -3% | -3% | 16% | 16% | 15% |
| 35 | COc1cc(CC(=O)OCC(=O)NCc2ccco2)cc(OC)c1OC | -12% | · | · | · | 2% | · | · | · | -28% | -3% |
| 36 | O=C(c1ccccc1)c1coc2ccc(O)c(CN3CCOCC3)c12 | -2% | -1% | 3% | 0% | 0% | -10% | -6% | 45% | 10% | -8% |
| 37 | CCn1c(S(=O)(=O)O)nc2ccccc21 | 2% | -2% | -3% | -1% | 0% | -1% | -9% | 6% | 2% | -2% |
| 38 | Cc1ccc(NC(=S)NNC(=S)Nc2ccc(C)cc2C)cc1 | -50% | -28% | 6% | -8% | 15% | -12% | -3% | -42% | 0% | 10% |
| 39 | COc1ccccc1NC(=O)N1CCC(c2nc3ccccc3o2)CC1 | -18% | -6% | 3% | -5% | 7% | -5%[10 µM] | -10% | 9% | 12% | -1% |
| 40 | COc1cc2[nH]c(=O)n(Cc3ccc(C(=O)NCCCN4CCN(C)CC4)cc3)c(=O)c2cc1OC | 3% | 2%[1.84 µM] | 0% | 1% | 1% | -8% | -7% | -24% | 2% | 0% |
| 41 | Cc1n[nH]c(=O)nc1NCc1ccco1 | 5% | 2% | 1% | 0% | 3% | 0% | -5% | 8% | 11% | 20% |
| 42 | O=C(Nc1ccc(C#Cc2ccccc2)cc1)C1CC1 | ? | 1.4µM* | 5.4µM* | 2.5µM* | ? | -10% | 9% | 34% | · | ? |

One compound at a time (already shown):
`COc1cc(CC(=O)OCC(=O)NCc2ccco2)cc(OC)c1OC` across the screens: BRCA1 expr act = -12%; Rab9 promoter act = ·; FLuc modulator = ·; NPC1 prom act = ·; ELG1 genotox = 2%; Gal4-VP16 FLuc = ·; MBNL1 CUG block = ·; RORg inh = ·; uPA generation = -28%; p53 reactivator = -3%
`Cc1cnc(NC(=O)c2ccc(OCC3CCCO3)cc2)s1` (stereo not given) across the screens: BRCA1 expr act = -26%; Rab9 promoter act = 0.13µM*; FLuc modulator = 0.76µM*; NPC1 prom act = 0.5µM*; ELG1 genotox = ?; Gal4-VP16 FLuc = ?; MBNL1 CUG block = -4%; RORg inh = 7.9µM*; uPA generation = -14%; p53 reactivator = -9%

Screen by screen, from the results shown.
Gal4-VP16 FLuc, nos. 29–38: 11%, -6%, ·, ?, -13%, -3%, ·, -10%, -1%, -12%
